NCI-60 one-dose screen, 48 h, at 10 µM unless noted. Numbers give growth in % (100 = growth as untreated, 0 = no growth, -100 = all killed).
LOX IMVI – LOX IMVI melanoma; hit rate 7.4% among 79,000; AID 1794757
BT-549 – BT-549 breast cancer; AID 1794793; hit rate 4.4% among 78,000
MDA-MB-231 – MDA-MB-231 breast cancer. hit rate 5% among 81,000
HS 578T – HS 578T breast cancer; hit rate 4.1% among 78,000
MALME-3M – MALME-3M melanoma | hit rate 5.8% among 78,000
MCF7 – MCF7 breast cancer; hit rate 6.3% among 82,000; AID 1794796
T-47D – T-47D breast cancer. hit rate 5% among 79,000. AID 1794792
MDA-MB-468 – MDA-MB-468 breast cancer; hit rate 8.5% among 78,000
* marks the source's active call; other numbers are inactive results; . = not tested or not shown; & = joins results of further samples. Rule for the calls: active = growth percent below 10; inactive = the rest. Compounds as they come. About 12% of those tested had a hit in this group.

SMILES	LOX IMVI	BT-549	MDA-MB-231	HS 578T	MALME-3M	MCF7	T-47D	MDA-MB-468
COc1ccc(C2=NOC(CC(=O)N3CCNCC3)C2)cc1OC1CCCC1 (stereo unspecified)	96	78	100	101	104	94	.	104
Nc1cccc(N)c1	92	100	102	96	92	89	104	110
C[N+](C)(C)CC(=O)N/N=C/c1ccc2c(c1)OCO2	97	86	106	122	100	103	102	113
COc1ccc(C2(OC)Oc3cc(OC)ccc3C(=O)C2(O)OC)cc1 (stereo unspecified)	100	110	95	103	134	103	.	108
COC(C(N)=O)c1ccccc1 (stereo unspecified)	94	101	97	102	93	93	100	101
O=c1[nH]cc(NCCO)c(=O)[nH]1	94	.	100	95	102	93	94	99
CNC(=O)c1cncc(Cn2nc(C)c(NC(=O)c3ccc(COc4ccc(C(F)(F)F)cc4C)cc3)c2C)c1	64	32	78	93	74	38	30	11
N=C(N)c1ccc(-c2ccc(-c3ccc(Cl)c(Cl)c3)s2)cc1	-71*	109	-20*	94	79	-62*	62	-62*
COc1cc(-c2nn(-c3cccc(NC(=O)CN4CCOCC4)c3)cc2-c2cccnc2)ccc1Cl	63	62	83	76	80	62	72	75
C=C(CNCCc1ccc(O)cc1)[C@@H]1CC[C@]2(CO)CC[C@]3(C)[C@H](CC[C@@H]4[C@@]5(C)CCC(N)C(C)(C)[C@@H]5CC[C@]43C)[C@@H]12 (stereo partly specified)	-87*	60	-80*	-66*	-86*	-72*	-66*	-88*
CNC(=O)Sc1ccc(C)c(N(C)C)c1	101	101	106	.	126	99	105	104
COc1ccccc1/C(C)=N/n1c(N)nc(SC)c(C#N)c1=O	.	112	99	107	100	87	100	105
CCOC(=O)C1C(=O)C=C(c2cnccn2)CC1c1ccc(OC)c(OC)c1 (stereo unspecified)	100	71	110	100	100	93	83	108
COc1ccc(CNc2ccccn2)cc1	100	101	97	119	127	96	121	.
Cc1ccc(NC(=O)N(O)C2CCCCC2C#N)cc1 (stereo unspecified)	96	.	114	.	141	95	103	114
COc1cc(-c2nnc3c4[nH]ccc4ncn23)ccc1O	56	43	80	53	60	47	74	71
Cc1cc2occ(CC(=O)Nc3nnc(C4CC4)s3)c2cc1C	105	143	103	118	110	103	103	.
O=C(O)Cc1sc(=O)[nH]c1O	96&102	79&102	118&102	109&111	100&105	95&97	100&108	99&104
Cc1[nH]c(C2CC(c3ccccc3)=NN2C(=O)C2CCC2)c(C)c1C(=O)NCC(F)(F)F (stereo unspecified)	97	104	97	96	100	91	92	102
CCCOC(=O)Nc1nc2ccc(SCC(C)C)cc2s1	41	52	63	65	39	20	38	-9.9*

Overlap with the part before: six entries, followed by the next part.
SMILES	LOX IMVI	BT-549	MDA-MB-231	HS 578T	MALME-3M	MCF7	T-47D	MDA-MB-468
Cc1ccc(NC(=O)N(O)C2CCCCC2C#N)cc1 (stereo unspecified)	96	.	114	.	141	95	103	114
COc1cc(-c2nnc3c4[nH]ccc4ncn23)ccc1O	56	43	80	53	60	47	74	71
Cc1cc2occ(CC(=O)Nc3nnc(C4CC4)s3)c2cc1C	105	143	103	118	110	103	103	.
O=C(O)Cc1sc(=O)[nH]c1O	96&102	79&102	118&102	109&111	100&105	95&97	100&108	99&104
Cc1[nH]c(C2CC(c3ccccc3)=NN2C(=O)C2CCC2)c(C)c1C(=O)NCC(F)(F)F (stereo unspecified)	97	104	97	96	100	91	92	102
CCCOC(=O)Nc1nc2ccc(SCC(C)C)cc2s1	41	52	63	65	39	20	38	-9.9*
CC(C)C[C@H]1N[C@]2(C(=O)Nc3ccccc32)[C@@H](c2ccc(F)cc2)[C@@H]1C(=O)c1ccc(O)cc1	89	104	76	88	86	86	79	91
C[C@H]1[C@@H]2[C@H]3CC[C@@H]4[C@@]5(C)CC[C@H](O)C(C)(C)[C@@H]5CC[C@@]4(C)[C@]3(C)CC[C@]23COC1(C)[C@@H](C(=O)/C=C\c1ccc(C(F)(F)F)cc1)C3	93	95	103	107	87	93	98	74
Cc1ccc2c(c1)sc1nc(-c3c[nH]c4ccccc34)c(Nc3ccc(Br)cc3)n12	91	94	96	94	108	94	85	104
C=C(Br)c1ccc2c(c1)OCO2	97	107	91	106	.	103	101	111
O=C(CNc1ccc(F)cc1)N1c2cccc3cccc(c23)N(C(=O)CNc2ccc(F)cc2)C1c1cn(-c2ccccc2)nc1-c1cccc([N+](=O)[O-])c1	75	103	84	88	101	85	81	106
CC1(C)CC(=O)c2c(nn(-c3ccccc3)c2-c2cn(-c3ccccc3)nc2-c2ccc([N+](=O)[O-])cc2)C1	65	78	90	75	115	80	13	111
C=C(CNCCc1ccc(O)cc1)[C@@H]1CC[C@]2(CO)CC[C@]3(C)[C@H](CC[C@@H]4[C@@]5(C)CCC(=O)C(C)(C)[C@@H]5CC[C@]43C)[C@@H]12	-90*	79	2.0*	52	-57*	-1.1*	42	9.0*
CCCCN(CCCC)S(=O)(=O)c1ccc(C)cc1	93	.	93	.	97	91	82	87
CCCCCCCCCCCC1=NC(CC)(CO)CO1 (stereo unspecified)	86	96	92	94	96	87	60	82
O=C(Cc1ccccc1)NCCCN(CCc1ccccc1)CCc1ccccc1	92	85	76	88	104	87	107	85
O=C(CC(CC(=O)c1ccc(Cl)cc1)c1ccc(O)cc1)c1ccc(Cl)cc1	87	107	108	99	106	94	84	76
CN(C)c1ncnc2c1cnn2C	95	100	109	99	103	94	88	106
CN(C)n1cc(C#N)c(=O)[nH]c1=O	105	100	111	122	102	92	105	105
O=S(=O)(O)c1cccc2cccnc12	107	121	120	95	112	106	106	100
Cc1cc(Cl)nc(N(CCCNc2ccnc3cc(Cl)ccc23)Cc2cccs2)n1	-1.2*	25	17	49	-30*	11	-2.6*	-30*
COc1c(B(O)O)cccc1-c1cc(C)c2c(ccc3[nH]ncc32)n1	57	23	22	8.8*	179	72	84	.
CCCC(=O)N(C(C)C)C(C)C	98	83	97	96	93	98	103	94
NS(=O)(=O)c1ccc(Nc2nc(SCC(=O)c3ccc(Cl)cc3)nc3ccccc23)cc1	99	112	88	92	93	83	78	82
CC(C)(C)CC(C)(C)C1=CC(=O)C(C(C)(C)CC(C)(C)C)=CC1=O	104	104	104	104	99	96	95	102
CC[C@]12C=CCN3CC[C@@]4(c5ccc(OC)cc5N(C)[C@H]4[C@@](O)(C(=O)OC)[C@@H]1OC(=O)CCCP(=O)(c1ccccc1)c1ccccc1)[C@@H]32	93	83	96	89	94	77	88	87
CN(c1ccccc1)c1ccc2c(c1)OCCC21CC1Nc1cnccc1C(=O)O (stereo unspecified)	34	65	73	81	67	66	73	72
CC1CN(C2CCCCC2)C(=O)NC1=O (stereo unspecified)	101	104	104	110	108	101	93	108
O=C(CSc1nnc(-c2ccc(Cl)cc2)n1-c1ccccc1)Nc1ccc(C(=O)/C=C/c2ccccc2)cc1	101	96	107	94	95	86	88	107
COc1ccc(-c2nc(-c3ccccc3)c(-c3ccccc3)n2C2CC2)cc1OC1CCCCC1	46	97	61	74	77	52	58	59
CC(C(=O)N1CCN(c2ccc(F)cc2)CC1)c1ccc(NS(=O)(=O)c2ccccc2)cc1 (stereo unspecified)	86	105	88	101	87	93	88	83
O=[N+]([O-])c1ccc(-c2nc(Cl)c3c(n2)CCCC3)o1	22	83	109	87	41	47	90	54
O=C(NNc1nc(N2CCOCC2)nc(N2CCOCC2)n1)c1ccccc1	98	113	102	105	.	95	118	104
CC[C@@H](C(=O)[C@H](C)[C@H](O)[C@@H](C)[C@H]1O[C@H]([C@@H](CC)C(=O)O)CC[C@H]1C)C1O[C@]2(C=C[C@@H](O)[C@]3(CC[C@@](C)([C@H]4CC[C@](O)(CC)[C@H](C)O4)O3)O2)[C@H](C)C[C@@H]1C (stereo partly specified)	29	6.1*	17	22	-84*	3.7*	25	0.8*
CCOC(=O)CN1/C(=N/c2sc3c(c2C(=O)OCC)CCN(C(=O)OCC)C3)SC(=O)/C1=C\C(=O)OC	81	89	89	83	101	49	31	80
CCOc1ccc(NC(=O)CC2Sc3ccccc3NC2=O)cc1 (stereo unspecified)	96	104	98	98	93	97	69	98
Fc1ccc(-c2csc(Nc3cccc(Nc4nc(-c5ccc(F)cc5)cs4)c3)n2)cc1	39	64	65	69	83	25	7.4*	39
c1ccc2[nH]ccc2c1	88	105	109	92	111	93	96	85
O=C(O)c1ccc(Cl)c2c1C(=O)c1ccccc1C2=O	92	.	101	102	96	87	109	108
CN1C(C(=O)Nc2ccccn2)=C(O)c2sc(Cl)cc2S1(=O)=O	96	108	105	98	102	97	93	99
O=C(CCCCCCC(=O)ON1C(=O)CCC1=O)ON1C(=O)CCC1=O	103	98	87	100	85	97	100	95
CCCCCCCCCCC(O)CO (stereo unspecified)	95	112	116	105	162	114	97	105
O=C(CSc1oc(-c2ccccc2)nc1S(=O)(=O)c1ccccc1)c1ccc(Cl)cc1	96	100	100	82	98	96	70	105
O=C1/C(=C/c2ccccc2F)CN(C(=O)C(Cl)Cl)C/C1=C\c1ccccc1F	-86*	-47*	-49*	4.5*	-47*	-49*	-7.4*	-32*
Cc1cccc(Cc2cnc(NC(=O)c3ccc4noc(-c5ccc(Cl)cc5)c4c3)s2)c1	90	99	79	85	100	72	82	94
COc1cc(-c2nnc(-c3nc(-c4cc(OC)c(OC)c(OC)c4)n4ccccc34)o2)ccc1N	56	67	84	44	87	71	55	98

Some values from the list.
CC[C@@H](C(=O)[C@H](C)[C@H](O)[C@@H](C)[C@H]1O[C@H]([C@@H](CC)C(=O)O)CC[C@H]1C)C1O[C@]2(C=C[C@@H](O)[C@]3(CC[C@@](C)([C@H]4CC[C@](O)(CC)[C@H](C)O4)O3)O2)[C@H](C)C[C@@H]1C (stereo partly specified) in MDA-MB-231 → 17
CC(C(=O)N1CCN(c2ccc(F)cc2)CC1)c1ccc(NS(=O)(=O)c2ccccc2)cc1 (stereo unspecified) in HS 578T → 101
O=C(CCCCCCC(=O)ON1C(=O)CCC1=O)ON1C(=O)CCC1=O in MALME-3M → 85

Further structures follow:
SMILES	LOX IMVI	BT-549	MDA-MB-231	HS 578T	MALME-3M	MCF7	T-47D	MDA-MB-468
NC(N)=NCCCCNC(=O)/C(Cc1ccc(O)c(Br)c1)=N/O	108	86	107	94	96	104	94	107
COc1ccc2c(c1)c(-c1nc(-c3ccsc3)cs1)cn2C(=O)OC(C)(C)C	96	105	109	109	114	90	88	122
C=C1CCC2C3(C)COC(c4ccc(SC)cc4)OC3CCC2(C)C1C/C=C1/C(=O)OCC1O (stereo unspecified)	23	65	88	102	100	28	24	77
COc1cccc(C(=O)N(c2cccc(C)c2C)C(C(=O)NC(C)(C)C)c2cc3c(C)cc(C)cc3nc2Cl)c1 (stereo unspecified)	70	91	62	93	80	58	40	38
O=C(CC(O)(C(F)(F)F)C(F)(F)Cl)CC(O)(C(F)(F)F)C(F)(F)Cl (stereo unspecified)	98	100	111	104	.	90	93	92
Cc1cc2c(cc1C)C(=O)CCC2	100	71	102	93	117	95	110	79
Cc1ccccc1NC(=O)Oc1ccc(Cl)cc1Cl	98	.	107	97	101	93	102	102
O=C(CCCn1c(=O)oc2ccccc21)Nc1nc2c(s1)CCCC2	97	117	103	120	439	91	109	.
CCCCCCCCCCCCCCCCCC(=O)OCC1CCCO1 (stereo unspecified)	83	102	109	106	114	106	105	101
O=C(CSc1nnc(-c2ccccc2)o1)Nc1ccc(C(=O)/C=C/c2ccccc2)cc1	24	74	84	89	70	7.8*	79	58
CCC(C)C1CCC(O)CC1 (stereo unspecified)	101	99	112	104	33	100	104	101
CC1(O)c2ccccc2N2C(=O)NC(=O)C23OC1C(O)C3O (stereo unspecified)	99	113	101	99	99	100	112	112
C[C@H](c1c(F)cccc1F)n1nnc(C(N)=O)c1C(N)=O	100	100	100	117	102	93	101	92
CCOC(=O)c1ccc2c(c1)nc(/C=C/c1ccc(OC)cc1)n2-c1cc(C(C)(C)C)[nH]n1	69	85	95	107	112	88	80	82
CN1CCC(=C2c3ccccc3C=Cc3ccccc32)CC1	72	113	8.6*	.	105	81	73	36
Cc1ccc(NC(=O)C#N)cc1	.	107	102	113	113	93	90	100
N#CSc1cc(S(N)(=O)=O)ccc1N	100	99	108	115	110	95	104	105
O=C(Nc1ccc(Cl)cc1)NN1CCCCCC1	100	112	101	106	.	115	96	109
CCOC(=O)c1c(C)[nH]c(Cc2[nH]c(C)c(C(=O)OCC)c2C)c1C	97	101	89	92	87	82	80	.
CC1(C)O[C@@H]2[C@H]3OC(C)(C)O[C@H]3[C@@H](O)[C@H](O)[C@H]2O1	103	113	104	102	79	100	104	107
NC(=S)NN=C1CSSC1	32	94	49	61	50	38	89	26
CNC(=O)c1cc(Oc2ccc3nc(NC(=O)Nc4ccc(Cl)c(Cl)c4)sc3c2)ccn1	-92*	32	39	-2.9*	-5.7*	32	21	68
Cc1cccc(N(C)C(=S)Oc2ccc3ccccc3c2)c1	97&89	83&110	86&101	131&97	95&95	127&86	77	110&123
Nc1nc(-c2cccc(Cl)c2)cc(-c2cc3cc(Br)ccc3oc2=O)n1	68	94	90	91	.	.	97	101
O=C1CSC(c2ccccc2)N1c1ccccc1 (stereo unspecified)	98	103	103	87	.	97	103	91
O=C1c2ccccc2C23C(=C(c4cncnc4)c4cc(C(F)(F)F)ccc42)CCCN13 (stereo unspecified)	99	88	97	96	87	97	82	87
CCn1c(-c2ccc3nc(-c4ccc(Cl)cc4)[nH]c3c2)n[nH]c1=S	101	92	98	99	98	85	100	102
O=c1c2ccccc2nc(COc2ccccc2)n1/N=C/C=C/c1ccccc1	72	135	93	94	97	84	95	89

Source: PubChem
